SKKanGAS inh: S. pyogenes SKKanGAS growth inhibitors in kanamycin, primary screen, streptokinase expression inhibitor project, SKKanGAS strain, BacTiter-Glo luminescence | 6 h | inhibition, % at 7.5 µM | actives 1.3% (n = 300,000) | AID 1662, 2009;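 active = mean replicate score, as percent of positive control median, at least 50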;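 note: strain carries kanamycin resistance gene driven by streptokinase promoter and grows in 40 µg/ml kanamycin; loss of luminescence reflects streptokinase promoter inhibition or plain growth inhibition; 0% = median of DMSO wells and 100% = positive control at its reference dose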
RGS4 inh: RGS4 inhibitors, primary screen, cell-based, HEK293 M3R inducible RGS4, calcium flux | Regulator of G-protein signaling 4 (Homo sapiens), P49798 | Fluo-4 calcium flux; stronger effect = higher value; triggered by carbachol at its EC20 | B-score at 10 µM | actives 0.45% (n = 310,000);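 active = B-score, a plate-corrected calcium signal, over three deviations above library mean, with baseline fluorescence within five deviations of library mean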;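 note: RGS4 expression induced by doxycycline in cells with stable M3 receptor; B-score is computed from the integrated fluorescence ratio over baseline after carbachol; higher B-score means a larger calcium signal and so more RGS4 inhibition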
RGS4 pot: RGS4 potentiators or activators, primary screen, cell-based, HEK293 M3R inducible RGS4, calcium flux. carbachol calcium flux Fluo4; stronger effect = lower value. B-score at 10 µM. actives 0.92% (n = 310,000). AID 463111, 2010;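 active = B-score of the integrated calcium signal more than 4 SD below the library mean, with starting fluorescence not abnormally high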;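 note: negative B-score means reduced calcium response which marks RGS4 activation or potentiation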
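System: HEK293 FlpIn-TREx cells, stable M3R, doxycycline-inducible RGS4. Timing: overnight RGS4 induction, 30 min dye load 37 °C, 20 min compound RT. Also added: carbachol, ECmax concentration. Measured by: Fluo4 fluorescence kinetic imaging of calcium. Evaluation: integrated calcium ratio converted to B score.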
Platelet DG rel: inhibitors of platelet dense granule secretion, primary screen, cell-based, MLPCN, human platelets; human platelet-rich plasma, SFLLRN dense granule ATP release, luminescence; AID 1663, 2009; actives 0.22% (n = 300,000); inhibition, %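 (compounds screened at 7.5 µM in platelet-rich plasma)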;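 active = mean replicate score, as percent of positive control, at or above 50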
TRPC6 activator: mouse TRPC6 channel activators, primary screen, cell-based, HEK293, membrane potential dye | AID 2550, 2010 | HEK293-TRPC6 membrane potential dye fluorescence; stronger effect = higher value | actives 0.13% (n = 310,000) | B-score at 10 µM;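 active = B-score of the integrated fluorescence ratio above library mean plus 3 SD, and starting fluorescence ratio within library mean plus 5 SD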;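 note: higher score means more depolarization so channel activation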
MrgX1 ag: agonists of human MrgX1 receptor, primary screen, HEK293 cells, Fluo-4 calcium flux. Fluo-4 calcium fluorescence, agonist mode; stronger effect = higher value. AID 588627, 2011. Mas-related G-protein coupled receptor member X1 (Homo sapiens), Q96LB2. B-score at 10 µM. actives 0.44% (n = 310,000);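 active = calcium response B-score plate-corrected fluorescence ratio at least 3 library SD, with starting fluorescence B-score inside 5 SD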
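Test system: HEK293 cells stably expressing human MrgX1 receptor; Input: fifteen thousand cells per well; Dosing: compound delivered in addition one of three; Schedule: overnight seeding, then 1 h dark dye loading; Technique: Fluo-4 NW calcium fluorescence; Measure: B-scored fluorescence response ratio; Controls: positive and negative controls per plate.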
TRPC6 inhibitor: mouse TRPC6 channel inhibitors, primary screen, cell-based, HEK293, membrane potential dye | B-score at 10 µM | Short transient receptor potential channel 6 (Mus musculus), Q61143 | actives 1.1% (n = 310,000) | AID 2553, 2010 | ACh-evoked depolarization; stronger effect = lower value;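 active = B-score under library mean minus 3 SD, initial fluorescence not abnormally high, positive integrated signal ratio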;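 note: B-score derived from integrated fluorescence ratio over the kinetic read; more negative B-score means stronger inhibition of depolarization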
HIF activator: HIF pathway transcriptional activators, primary screen, cell-based, U2OS HRE-luciferase, luminescence; U2OS HRE-luciferase reporter; normalized: DMSO 0%, desferrioxamine 100%; activation, % at 7.5 µM (by protocol); actives 0.32% (n = 300,000); AID 1910, 2009;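 active = mean activation of at least 10% of the iron chelator positive control signal, with at least half of replicates also reaching 10%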
TRPC4 inh: inhibitors of mouse TRPC4 channel, primary screen, Fluo4 calcium, HEK293 TRPC4beta/mu-opioid cells | Short transient receptor potential channel 4 (Mus musculus), Q9QUQ5 | DAMGO-evoked Fluo4 calcium flux; stronger effect = lower value | B-score at 10 µM | actives 0.39% (n = 300,000) | AID 2247, 2010;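 active = B-score over 3 SD under the library average, no early fluorescence shift, positive overall ratio signal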
Target sequence (Q9QUQ5 whole entry, looked up): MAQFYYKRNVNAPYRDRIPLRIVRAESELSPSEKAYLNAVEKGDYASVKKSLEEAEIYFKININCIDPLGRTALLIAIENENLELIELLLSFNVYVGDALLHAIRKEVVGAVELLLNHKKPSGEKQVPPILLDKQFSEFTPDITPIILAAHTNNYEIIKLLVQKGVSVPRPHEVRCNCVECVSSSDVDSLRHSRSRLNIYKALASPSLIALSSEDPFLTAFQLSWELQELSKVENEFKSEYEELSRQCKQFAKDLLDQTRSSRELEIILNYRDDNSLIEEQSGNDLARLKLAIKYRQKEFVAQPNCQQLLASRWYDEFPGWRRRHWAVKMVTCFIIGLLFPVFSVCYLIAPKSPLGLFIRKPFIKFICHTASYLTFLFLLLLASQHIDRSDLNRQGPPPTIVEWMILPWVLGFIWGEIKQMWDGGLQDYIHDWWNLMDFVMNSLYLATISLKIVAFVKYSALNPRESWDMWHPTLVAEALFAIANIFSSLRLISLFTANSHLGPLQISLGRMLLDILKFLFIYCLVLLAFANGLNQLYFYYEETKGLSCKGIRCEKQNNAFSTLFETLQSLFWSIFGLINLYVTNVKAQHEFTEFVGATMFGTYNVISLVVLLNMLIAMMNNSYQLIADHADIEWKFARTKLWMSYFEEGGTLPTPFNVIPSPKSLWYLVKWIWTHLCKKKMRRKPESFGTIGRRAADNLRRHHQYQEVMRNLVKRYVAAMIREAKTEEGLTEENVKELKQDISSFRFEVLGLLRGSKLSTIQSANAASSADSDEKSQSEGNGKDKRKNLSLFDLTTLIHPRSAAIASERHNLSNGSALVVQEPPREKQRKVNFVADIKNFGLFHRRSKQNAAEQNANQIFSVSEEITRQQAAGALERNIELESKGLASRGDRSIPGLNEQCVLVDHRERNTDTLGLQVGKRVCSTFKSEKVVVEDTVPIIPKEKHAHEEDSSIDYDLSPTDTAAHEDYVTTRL
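Assay system – HEK293 line stably carrying TRPC4beta and mu-opioid receptor · Doses – single dose · Detection – Fluo4 calcium-dye fluorescence, kinetic read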
MrgX1 PAM: positive allosteric modulators of MrgX1, primary screen, HEK293 cells, Fluo-4 calcium flux; Mas-related G-protein coupled receptor member X1 (Homo sapiens), Q96LB2; FDSS; stronger effect = higher value; B-score at 10 µM; actives 0.63% (n = 310,000); AID 588675, 2011;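 active = plate-corrected calcium response at least 3 library SD above typical, normal starting fluorescence, not activating the receptor alone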;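 note: compound read alongside a low EC10 to EC30 dose of BAM8-22 agonist; peak minus trough fluorescence over baseline measured at the second addition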
MrgX1 antagonist: antagonists of human MrgX1 receptor, primary screen, HEK293 cells, Fluo-4 calcium flux | B-score at 10 µM | AID 588676, 2011 | BAM8-22 antagonism; stronger effect = lower value | actives 1.3% (n = 310,000);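 active = calcium-response B-score plate-corrected more than 3 library SD below zero, starting fluorescence within 5 deviations, no agonist response on first addition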;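 note: peak minus trough fluorescence over baseline after final BAM8-22 challenge near maximal dose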
Starred values were filed as active, the others as inactive.

`O=C(NCCN1CCCCC1)c1cc(OCC(F)(F)F)ccc1OCC(F)(F)F` gave SKKanGAS inh -0.2, RGS4 inh inactive, RGS4 pot inactive, Platelet DG rel -0.6, TRPC6 activator inactive, MrgX1 ag inactive, TRPC6 inhibitor inactive, HIF activator -3.6, TRPC4 inh inactive, MrgX1 PAM inactive and MrgX1 antagonist inactive.
Screening Cc1cc(C)n(CC(C)NCc2cn[nH]c2-c2cccc3ccccc23)n1 (centres undefined) returned SKKanGAS inh 3.2, RGS4 inh inactive, RGS4 pot inactive, Platelet DG rel -3.9, TRPC6 activator inactive, MrgX1 ag inactive, TRPC6 inhibitor inactive, HIF activator 4.6, TRPC4 inh inactive, MrgX1 PAM inactive and MrgX1 antagonist inactive.
COc1ccc(-c2nc(CS(=O)(=O)CC(=O)NCc3ccc4c(c3)OCO4)c(C)o2)cc1 was read as SKKanGAS inh -2.2, RGS4 inh inactive, RGS4 pot inactive, Platelet DG rel 1.6, TRPC6 activator inactive, MrgX1 ag inactive, TRPC6 inhibitor inactive, HIF activator -0.1, TRPC4 inh inactive, MrgX1 PAM inactive and MrgX1 antagonist inactive.
Screening CC(C)Nc1nc2cccnc2s1 returned SKKanGAS inh 6.1, RGS4 inh inactive, RGS4 pot inactive, Platelet DG rel -5.6, TRPC6 activator inactive, MrgX1 ag inactive, TRPC6 inhibitor inactive, HIF activator 0.1, TRPC4 inh inactive, MrgX1 PAM inactive and MrgX1 antagonist inactive.
Screening CCCOCCOC(=O)C1=C(C)NC(=O)NC1c1cc(Cl)c(O)c(OC)c1 (centres undefined) returned SKKanGAS inh -0.8, RGS4 inh inactive, RGS4 pot inactive, Platelet DG rel -6.3, TRPC6 activator inactive, MrgX1 ag inactive, TRPC6 inhibitor inactive, HIF activator 0.4, TRPC4 inh inactive, MrgX1 PAM inactive and MrgX1 antagonist inactive.
`CCOC(=O)C1(CCCc2ccccc2)CCN(Cc2cnc(C)s2)CC1` gave SKKanGAS inh -3.4, RGS4 inh inactive, RGS4 pot inactive, Platelet DG rel -2.9, TRPC6 activator inactive, MrgX1 ag inactive, TRPC6 inhibitor inactive, HIF activator -0.5, TRPC4 inh inactive, MrgX1 PAM inactive and MrgX1 antagonist inactive.
`COCCn1c(SC(C)C(=O)Nc2ccc(Cl)cn2)nnc1-c1ccncc1` (centres undefined) gave SKKanGAS inh -1.2, RGS4 inh inactive, RGS4 pot inactive, Platelet DG rel -1.6, TRPC6 activator inactive, MrgX1 ag inactive, TRPC6 inhibitor inactive, HIF activator -0.6, TRPC4 inh inactive, MrgX1 PAM inactive and MrgX1 antagonist inactive.
`CCOC(=O)C(C)/C(C)=N\Nc1ccc([N+](=O)[O-])cc1[N+](=O)[O-]` (centres undefined) gave SKKanGAS inh 5.7, RGS4 inh inactive, RGS4 pot inactive, Platelet DG rel 17.2, TRPC6 activator inactive, MrgX1 ag inactive, TRPC6 inhibitor inactive, HIF activator -1.3, TRPC4 inh inactive, MrgX1 PAM inactive and MrgX1 antagonist inactive.
For [N-]=[N+]=CC(=O)C(c1ccccc1)(c1ccccc1)c1ccccc1 the results were SKKanGAS inh -8.9, RGS4 inh inactive, RGS4 pot inactive, Platelet DG rel 2.5, TRPC6 activator inactive, MrgX1 ag inactive, TRPC6 inhibitor inactive, HIF activator -0.4, TRPC4 inh inactive, MrgX1 PAM inactive and MrgX1 antagonist inactive.
Screening C[C@H](NC(=O)NCc1ccc(F)cc1)C(=O)O returned SKKanGAS inh -3.3, RGS4 inh inactive, RGS4 pot inactive, Platelet DG rel 9.6, TRPC6 activator inactive, MrgX1 ag inactive, TRPC6 inhibitor inactive, HIF activator 0.2, TRPC4 inh inactive, MrgX1 PAM inactive and MrgX1 antagonist inactive.
Screening CC(=O)NC1C(=O)N=C(SCc2ccccc2)NC1=O (centres undefined) returned SKKanGAS inh 3.3, RGS4 inh inactive, RGS4 pot inactive, Platelet DG rel 0.3, TRPC6 activator inactive, MrgX1 ag inactive, TRPC6 inhibitor inactive, HIF activator -0.2, TRPC4 inh inactive, MrgX1 PAM inactive and MrgX1 antagonist inactive.
O=C(Nc1ccccc1F)c1ccc(Br)o1 was read as SKKanGAS inh 4.4, RGS4 inh inactive, RGS4 pot inactive, Platelet DG rel 6.0, TRPC6 activator inactive, MrgX1 ag inactive, TRPC6 inhibitor inactive, HIF activator 2.0, TRPC4 inh inactive, MrgX1 PAM inactive and MrgX1 antagonist inactive.
For CCOc1ccc(NC(=S)NC(=O)/C=C/c2ccc(Br)cc2)c([N+](=O)[O-])c1 the results were SKKanGAS inh 9.6, RGS4 inh inactive, RGS4 pot inactive, Platelet DG rel 15.6, TRPC6 activator inactive, MrgX1 ag inactive, TRPC6 inhibitor inactive, HIF activator -0.2, TRPC4 inh inactive, MrgX1 PAM inactive and MrgX1 antagonist inactive.
Cc1ccccc1OCC(=O)NCCNC(=O)c1ccncc1 was read as SKKanGAS inh -6.0, RGS4 inh inactive, RGS4 pot inactive, Platelet DG rel -22.6, TRPC6 activator inactive, MrgX1 ag inactive, TRPC6 inhibitor inactive, HIF activator -0.8, TRPC4 inh inactive, MrgX1 PAM inactive and MrgX1 antagonist inactive.
`Cn1c(CO)cnc1SCC(=O)c1ccc(F)cc1` gave SKKanGAS inh 6.4, RGS4 inh inactive, RGS4 pot inactive, Platelet DG rel -3.6, TRPC6 activator inactive, MrgX1 ag inactive, TRPC6 inhibitor inactive, HIF activator 0.7, TRPC4 inh inactive, MrgX1 PAM inactive and MrgX1 antagonist inactive.
`CN(CC(=O)Nc1ccccc1F)CC(=O)Nc1ccccc1Br` gave SKKanGAS inh -1.8, RGS4 inh inactive, RGS4 pot inactive, Platelet DG rel -3.5, TRPC6 activator inactive, MrgX1 ag inactive, TRPC6 inhibitor inactive, HIF activator -4.7, TRPC4 inh inactive, MrgX1 PAM inactive and MrgX1 antagonist inactive.
COc1cc(OC)c(OC)cc1/C=N/NC(=O)c1ccc2nc[nH]c2c1 was read as SKKanGAS inh 3.0, RGS4 inh inactive, RGS4 pot inactive, Platelet DG rel 14.8, TRPC6 activator inactive, MrgX1 ag inactive, TRPC6 inhibitor inactive, HIF activator 0.7, TRPC4 inh inactive, MrgX1 PAM inactive and MrgX1 antagonist inactive.
For CCCS(=O)(=O)N1CCCC(C(=O)c2cccc(Cl)c2)C1 (centres undefined) the results were SKKanGAS inh -15.6, RGS4 inh inactive, RGS4 pot inactive, Platelet DG rel 3.0, TRPC6 activator inactive, MrgX1 ag inactive, TRPC6 inhibitor inactive, HIF activator 0.8, TRPC4 inh inactive, MrgX1 PAM inactive and MrgX1 antagonist inactive.
For O=S(=O)(CCc1ccncc1)c1ccc(Cl)cc1 the results were SKKanGAS inh -0.7, RGS4 inh inactive, RGS4 pot inactive, Platelet DG rel -2.4, TRPC6 activator inactive, MrgX1 ag inactive, TRPC6 inhibitor inactive, HIF activator -0.4, TRPC4 inh inactive, MrgX1 PAM inactive and MrgX1 antagonist inactive.
COc1ccc(CCNC(=O)C2CC(=O)N(c3ccc(F)cc3)C2)cc1OC (centres undefined) was read as SKKanGAS inh 5.5, RGS4 inh inactive, RGS4 pot inactive, Platelet DG rel -1.6, TRPC6 activator inactive, MrgX1 ag inactive, TRPC6 inhibitor inactive, HIF activator -0.3, TRPC4 inh inactive, MrgX1 PAM inactive and MrgX1 antagonist inactive.
CCOC(=O)NC(=O)c1cn(-c2ccc(OC)cc2)c(=O)[nH]c1=O was read as SKKanGAS inh 7.3, RGS4 inh inactive, RGS4 pot inactive, Platelet DG rel -1.1, TRPC6 activator inactive, MrgX1 ag inactive, TRPC6 inhibitor inactive, HIF activator -0.9, TRPC4 inh inactive, MrgX1 PAM inactive and MrgX1 antagonist inactive.
`Cc1ccc(C(C)C)c(OCC(O)CN2CCN(CCO)CC2)c1` (centres undefined) gave SKKanGAS inh -7.0, RGS4 inh inactive, RGS4 pot inactive, Platelet DG rel -3.0, TRPC6 activator inactive, MrgX1 ag inactive, TRPC6 inhibitor inactive, HIF activator 0.4, TRPC4 inh inactive, MrgX1 PAM inactive and MrgX1 antagonist inactive.
CC(=O)Nc1ccc(S(=O)(=O)N[C@@H](C)C(=O)Nc2ccc(N3CCOCC3)cc2)cc1 was read as SKKanGAS inh 6.9, RGS4 inh inactive, RGS4 pot inactive, Platelet DG rel 0.8, TRPC6 activator inactive, MrgX1 ag inactive, TRPC6 inhibitor inactive, HIF activator -0.5, TRPC4 inh inactive, MrgX1 PAM inactive and MrgX1 antagonist inactive.
Screening O=C(COC(=O)c1cc[n+]([O-])cc1)Nc1cccc(Cl)c1Cl returned SKKanGAS inh -12.2, RGS4 inh inactive, RGS4 pot inactive, Platelet DG rel 10.4, TRPC6 activator inactive, MrgX1 ag inactive, TRPC6 inhibitor inactive, HIF activator -0.8, TRPC4 inh inactive, MrgX1 PAM inactive and MrgX1 antagonist inactive.
For O=C(CCC1CCCCC1)Nc1ccc(S(=O)(=O)Nc2nccs2)cc1 the results were SKKanGAS inh -0.2, RGS4 inh inactive, RGS4 pot inactive, Platelet DG rel -2.9, TRPC6 activator inactive, MrgX1 ag inactive, TRPC6 inhibitor inactive, HIF activator -0.5, TRPC4 inh inactive, MrgX1 PAM inactive and MrgX1 antagonist inactive.
CCn1cc(C(=O)N2CC(C)CC(C)C2)c(=O)c2cc(S(=O)(=O)N3CCCC3)ccc21 (centres undefined) was read as SKKanGAS inh -1.5, RGS4 inh inactive, RGS4 pot inactive, Platelet DG rel 0.2, TRPC6 activator inactive, MrgX1 ag inactive, TRPC6 inhibitor inactive, HIF activator -0.6, TRPC4 inh inactive, MrgX1 PAM inactive and MrgX1 antagonist inactive.
